ALDH1A1 block – blocks purified human ALDH1A1 activity. P00352. Purified ALDH1A1, NADH fluorescence, propionaldehyde substrate. Potency, µM (highest dose often 75.3 µM), for inactives: at the highest dose activity, negative = inhibition, most hits filed as inhibitors. 220,000 tested, 7.3% active. AID 1030; active means well fitted inhibition curve with a large enough effect, not every such curve was filed as active; inconclusive means small, poorly fitted or top-dose-only effect, or another doubt; inactive means no such curve, though single readings can be large or run the other way;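 further: plate controls were no enzyme wells and a reference inhibitor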
Target sequence (P00352 whole entry, looked up): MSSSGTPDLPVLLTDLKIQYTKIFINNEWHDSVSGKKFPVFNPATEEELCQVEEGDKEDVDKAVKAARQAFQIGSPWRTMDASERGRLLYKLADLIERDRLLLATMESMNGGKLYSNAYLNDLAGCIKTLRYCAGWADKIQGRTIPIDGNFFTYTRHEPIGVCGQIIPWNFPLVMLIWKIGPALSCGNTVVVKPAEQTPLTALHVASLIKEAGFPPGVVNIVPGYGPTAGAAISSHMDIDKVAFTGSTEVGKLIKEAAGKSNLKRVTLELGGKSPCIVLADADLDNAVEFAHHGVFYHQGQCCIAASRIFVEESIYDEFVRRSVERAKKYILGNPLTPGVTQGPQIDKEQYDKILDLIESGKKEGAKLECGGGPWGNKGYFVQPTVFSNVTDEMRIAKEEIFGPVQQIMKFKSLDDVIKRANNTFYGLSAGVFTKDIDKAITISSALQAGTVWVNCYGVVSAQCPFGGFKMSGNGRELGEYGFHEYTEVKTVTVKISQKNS
RECQ1 inh – inhibitors of human RECQ1 DNA helicase | RECQ1 DNA unwinding, red fluorescence kinetic read | P46063 | 240,000 tested, 0.54% active | Potency, µM (titrated, usually from 57.3 µM), for inactives: at the highest dose activity, negative = inhibition, usual class: inhibitors;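 further: plate controls were vehicle for no effect and no enzyme for full effect; nearly all actives have a fitted effect of over 30% in size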
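RECQ1T1 50 nM; forked duplex (20 bp + 30-nt ss tails) 200 nM, ATP 2 mM final; pH 8.0, 2 mM MgCl2, 2.5 ug/ml poly(dI-dC); 15 min compound preincubation; discontinuous kinetic read over 2 h at RT.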
TRb-SRC2 inh – disrupts binding of human TR beta to SRC2; Potency, µM (top dose mostly 106 µM), without a hit: at the top dose activity change, negative = inhibition, hits mostly inhibitors; P10828; TRbeta-SRC2 peptide binding, fluorescence polarization; receptor liganded with 1 µM T3; 280,000 tested, 0.065% active;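 further: plate controls were bound peptide for no effect and peptide without receptor for full effect; nearly all actives have a fitted effect of over 50% in size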
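Fluorescence polarization of 20 nM Texas Red SRC2 peptide (20-aa NR interaction domain) bound to 0.6 uM human TRb ligand-binding domain, with 1 uM T3, after 5 hr at ambient temperature; inhibition seen as decreased polarization.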
RGS12 GoLoco inh – blocks human Gai1 binding to RGS12 GoLoco peptide, red readout; AID 880; Potency, µM (doses to about 61.6 µM), for the others: at the top dose activity, negative = inhibition, usual class: inhibitors; P63096; Gai1:RGS12 GoLoco peptide FP, rhodamine, 10 min; 230,000 tested, 0.44% active; active means well fitted inhibition curve with a large enough effect, not every such curve was filed as active; inactive means no such curve, though single readings can be large or run the other way; further: on the % scale 0 is the no-effect control and ±100 the full control effect; nearly all actives have a fitted effect of over 30% in size; many of its hits are not listed in these tables
Target sequence (P63096 whole entry, looked up): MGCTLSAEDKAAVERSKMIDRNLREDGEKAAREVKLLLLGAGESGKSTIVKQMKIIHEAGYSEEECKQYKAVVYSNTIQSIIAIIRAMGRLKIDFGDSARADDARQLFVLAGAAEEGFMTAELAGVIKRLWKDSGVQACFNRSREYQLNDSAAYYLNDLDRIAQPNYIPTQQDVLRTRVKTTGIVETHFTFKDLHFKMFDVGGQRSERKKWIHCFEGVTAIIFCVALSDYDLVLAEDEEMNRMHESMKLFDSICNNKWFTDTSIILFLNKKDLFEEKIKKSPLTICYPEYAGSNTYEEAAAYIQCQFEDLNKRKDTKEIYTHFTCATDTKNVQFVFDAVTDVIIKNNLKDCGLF
KDM4E inh – JMJD2E (human) inhibition. Potency, µM (top dose mostly 57.1 µM), for inactives: at the top dose activity change, negative = inhibition, usual class: inhibitors. JMJD2E catalytic domain, FDH-coupled NADH fluorescence (FDH is formaldehyde dehydrogenase). B2RXH2. 230,000 tested, 1.6% active; active means well fitted inhibition curve with a large enough effect, not every such curve was filed as active; inconclusive means small, poorly fitted or top-dose-only effect, or another doubt; inactive means no such curve, though single readings can be large or run the other way;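 further: 0% = wells with enzyme and -100% = buffer wells without enzyme; nearly all actives have a fitted effect of over 50% in size; many of its hits are not listed in these tables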
TR SRC2 fluor cs – Texas Red fluorescence interference in TRb-SRC2 counter-screen | TRb/SRC2 Texas Red total fluorescence interference | Potency, µM (highest dose often 106 µM), for inactives: at the highest dose fluorescence change, negative = quenching | 280,000 tested, 0.29% active | AID 1479; active means well fitted curve in either direction with a large enough effect; inconclusive means small, poorly fitted or top-dose-only effect; further: on the % scale 0 is the no-effect control and ±100 the full control effect
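Human TRb ligand-binding domain at 0.6 uM with 20 nM Texas Red SRC2 peptide in Tris buffer containing 1 uM T3 and 5% DMSO, incubated with compound 5 h at ambient temperature. Total fluorescence (555/632 nm) calculated as parallel + 2 × perpendicular.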
SMN2 splice up – increases expression of the SMN2 splice variant; HEK293 SMN2-luciferase splicing reporter, luminescence, 30-36 h; Potency, µM (titrated, usually from 46.1 µM), for inactives: at the highest dose activity change, positive = activation, actives largely listed as activators; 210,000 tested, 2.8% active; AID 1458; further: % of control where 0% means no effect; nearly all actives have a fitted effect of over 55% in size
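HEK293 cells carry an SMN2 […]–luciferase reporter in which exon 7 inclusion puts luciferase in frame. Cells were plated 10-12 h before compound addition, then incubated 30-36 h at 37C. ONE-Glo luminescence was read; sodium butyrate at 4.5 mM final served as control.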
Lamin A splicing – LMNA splicing modulation; HeLa LMNA splicing GFP/RFP minigene ratio, 48 h; Potency, µM (titrated, usually from 46.1 µM), without a hit: at the highest dose ratio change, negative = inhibition, most hits filed as inhibitors; 200,000 tested, 0.01% active; active means well fitted inhibition curve with a large enough effect in the signal ratio, with a control signal flat, not every such curve was filed as active; inconclusive means small, poorly fitted or top-dose-only effect, or effect the other way, or a change in a side signal; the % refers to the signal ratio; further: on the % scale 0 is the no-effect control and ±100 the full control effect
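S3 HeLa cells stably expressing lamin A-EGFP splicing minigene plus DsRed2, 600 cells/well, 48 h compound exposure at 37C. Laser-scanning cytometry; analysed as GFP (500-530 nm)/RFP (575-640 nm) total intensity ratio; 0.5% DMSO vehicle.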
Active calls of the source: *; i = inactive; ? = inconclusive; · = no result given; [ ] = remark or other dose. Unless noted, the call rests on the fitted dose curve; in most records, active means well fitted curve in the direction sought with a large enough effect; inconclusive means small, poorly fitted or top-dose-only effect, or another doubt; inactive means no such curve, though single readings can be large; an effect the other way counts as inactive or inconclusive. Potency means the concentration at half of the fitted maximal effect. These rows are one share of the data; the hit share may differ from the screen's.

Every second line gives: ALDH1A1 block | RECQ1 inh | TRb-SRC2 inh | RGS12 GoLoco inh | KDM4E inh | TR SRC2 fluor cs | SMN2 splice up | Lamin A splicing
CCCCc1nnc(NC(=O)C2CC(=O)N(c3ccc(C)cc3)C2)s1 (stereo not drawn)
  -11% | 15% | -3% | 15% | -5% | 1% | 4% | ?
COc1cc(/C=C/C(=O)Nc2ccc3[nH]c(=O)[nH]c3c2)cc(OC)c1OC
  -3% | 7% | 0% | 44%[activator] | -5% | -3% | 23% | ·
Cc1ccccc1C(=O)NNC(=O)CSc1nnc(-c2ccncc2)n1-c1ccccc1
  7% | -1% | -5% | 2% | 8% | -1% | 0% | -2%
Cc1sc(NC(=O)/C=C/c2ccco2)c(C(=O)O)c1C
  · | -5% | -6% | 5% | -12% | -4% | · | ·
CCn1nc(C)c(CN2CCCC(CO)(Cc3ccccc3)C2)c1C (stereo not drawn)
  5% | i | -7% | 12% | 14% | 2% | · | ·
Cc1nc(SCc2ccc(C(=O)O)cc2)nc2c1CCCC2
  0% | 19% | 5% | 15% | ? | -1% | · | 0%[46 µM]
COC(=O)N1C(c2ccccc2)=Cc2ccccc2C1C1(C(=O)OC)CCCC1=O (stereo not drawn)
  -4% | -1% | -3% | 6% | -16% | -1% | 9% | -4%[9.22 µM]
Cc1c(Cc2ccccc2)c(=O)oc2cc(OCC(N)=O)ccc12
  ? | -14% | 4% | -4% | ? | -1% | ? | ·
Cc1ccc2c(c1)[C@@H]1CN(C)CC[C@@H]1N2S(=O)(=O)c1ccc(F)cc1
  -8% | 7% | -11% | -6% | -2% | -1% | -8% | 8%
Cc1cccc(NC(=O)CN2CCSc3ccccc32)c1
  ? | i | -2% | 1% | 8% | 0% | 6% | -31%[46 µM]
CC(=O)c1c(C)[nH]c(=S)c(C#N)c1-c1ccc(Cl)cc1
  · | i | 2% | 1% | -18% | 4% | · | ·
Cc1cc(C)nc(N/N=C/C2=C(N3CCOCC3)C(=C\c3ccc(Cl)cc3)/CC2)n1
  16µM* | 8% | -4% | 42%[activator] | ? | -2% | -24% | ?
Cc1cc(C=C2C(=O)c3ccccc3C2=O)c(C)n1C
  ? | -8% | 9% | -8% | -1% | 0% | ? | -5%
Cc1nc(CNS(=O)(=O)c2ccccc2F)cs1
  8% | -13% | 3% | -3% | -5% | -2% | -5% | -5%
Cc1ccc(N(CC(O)Cn2nc(C)cc2C)S(=O)(=O)c2ccc3ccccc3c2)cc1 (stereo not drawn)
  ? | -11% | 4% | -1% | -1% | 1% | -1%[1.84 µM] | ?
COc1ccc(N2CC(NC(=O)N3CCc4ccccc43)CC2=O)cc1OC (stereo not drawn)
  -3% | 5% | -8% | -2% | -1% | -2% | 28% | ·
COC(=O)c1cc(Br)c(=O)n(-c2cccc(F)c2)c1
  ? | -9% | -26%[53 µM] | 8% | -6% | 0%[53 µM] | -8% | 11%[0.0737 µM]
COc1ccc(NC(=O)CCc2c(C)nc3nc(C)nn3c2C)cc1
  2% | i | -3% | 4% | -3% | 0% | 12% | -2%
CCOC(=O)c1sc(Nc2cccc(C)c2C)nc1C
  ? | i | 2% | 4% | 1% | -3% | -25% | ?
COc1n[nH]c(C(=O)NCc2ccccc2)c1[N+](=O)[O-]
  0% | 6% | 5% | -2% | -10% | -4% | 6% | ·
O=c1ccn(-c2cccc(C(F)(F)F)c2)nc1-c1ccn(-c2cccc(Cl)c2)n1
  12% | -9% | 1% | 4% | 2% | -1% | -8% | 12%
CN1CCc2ccccc2C1Cc1ccccc1NC(=O)c1sc2ccccc2c1Cl (stereo not drawn)
  3% | -14% | -1% | 2% | 4% | 0% | · | ·
CCOC(=O)N1CCN(c2c(NCCCN3CCCC(C)C3)c(=O)c2=O)CC1 (stereo not drawn)
  7% | -12% | 9% | -10% | -7% | -1% | -8% | 2%
Oc1cccc2cnccc12
  · | i | -10% | -11% | ? | -5% | · | ·
O=C(NCCc1ccccc1)Nc1ccc2c(c1)OCO2
  -2% | i | -7% | 2% | 0% | 0% | 14µM* | ·
O=C1CCc2cc(S(=O)(=O)NC(Cc3ccccc3)C(=O)N3CCN(c4ccccn4)CC3)ccc2N1 (stereo not drawn)
  0% | -4% | -2% | -8% | -9% | -1% | -12% | ·
Cc1nc2ccccc2c(=O)n1NC(=O)C1CC1C (stereo not drawn)
  10% | -3% | -4% | 9% | 23% | -4% | 7% | ·
CCN(CC)S(=O)(=O)c1ccc(OC)c(NC(=O)c2ccc3c(c2)OCO3)c1
  ? | -16% | -9% | 2% | 1% | -2% | 15% | ·
O=C1CCc2cc(S(=O)(=O)NC(C(=O)NCc3cccnc3)c3ccccc3)ccc2N1 (stereo not drawn)
  -8% | -8% | -8% | 8% | 3% | -2% | -7% | 2%
O=C1N/C(=N/N=C/c2ccccc2)SC1(c1ccccc1)c1ccccc1
  2% | 6% | -11% | -9% | -4% | 1% | -41% | 15%
COc1ccccc1N(C)S(=O)(=O)c1ccc(C(=O)OCC(=O)N2CCCCCC2)cc1
  ? | -9% | 1% | -15% | 2% | -4% | -10% | ?
CN(C)/C=C(\C=O)c1c(Cl)cccc1Cl
  -2% | i | 0% | -6% | 0% | -5% | -14% | 7%[9.22 µM]
CC(C)CN(C(=O)CN1CCN(c2ccccc2F)CC1)c1c(N)n(CC(C)C)c(=O)[nH]c1=O
  -6% | 1% | 0% | 3% | ? | 0% | 3% | 13%
CCn1cc(C(=O)N2CCCCC2)c(=O)c2cc(S(=O)(=O)N3CCC(C)CC3)ccc21
  9% | -1% | -7% | 11% | -6% | 0% | -11% | 9%
O=[N+]([O-])c1ccc2c(c1)nc1n2CCN(c2ccccc2)C1
  · | -17% | 3% | 0% | -3% | -1% | · | ·
CC(C)(C)NS(=O)(=O)c1ccc(Oc2ncc(C(F)(F)F)cc2Cl)cc1
  -5% | -4% | -7% | 5% | 1% | -2% | -68%[inhibitor] | ?
O=S(=O)(c1ccc(Br)s1)N1CCCCC1
  5% | ? | -11% | 8% | 0% | 0% | -6% | 5%
O=C(OCCOc1ccc(Br)cc1)c1ccc(Cl)nc1
  -1% | -9% | 8% | 10% | 1% | -2% | 11% | ?
Cc1cc(C)n(-c2cc(C(C)(C)C)nc3c(-c4ccccc4)cnn23)n1
  · | i | -2% | -6% | -6% | 4% | · | ·
CCC1(c2ccc(F)cc2)NC(=O)N(CC(=O)Nc2ccc(C)c(S(=O)(=O)N3CCOCC3)c2)C1=O (stereo not drawn)
  -10% | -1% | 4% | -6% | -7% | -1% | -4% | ?
Cc1cc(-c2ccccc2)nc(N(C)NC(=O)c2c(F)cccc2F)c1S(C)(=O)=O
  ? | 3% | 10% | 50%[activator] | -8% | 0% | 7% | -5%
CCC(Sc1nc(-c2ccccc2)c(C#N)c(=O)[nH]1)C(=O)Nc1nnc(C)s1 (stereo not drawn)
  ? | 26% | 1% | 8% | 4% | -1% | 31% | -4%
CCOC(=O)c1noc(C)c1C(=O)Nc1cccc(F)c1
  -8% | -3% | -3% | 7% | 1% | 0% | -4% | -4%
CC(=O)Nc1ccc(NS(=O)(=O)c2ccc3[nH]c(=O)[nH]c3c2)cc1
  15% | 3% | -6% | 14% | 16% | -1% | 18% | ·

Ordered by formula weight (ascending): part of the list above.
Every second line gives: ALDH1A1 block | RECQ1 inh | TRb-SRC2 inh | RGS12 GoLoco inh | KDM4E inh | TR SRC2 fluor cs | SMN2 splice up | Lamin A splicing
Cc1cc(C=C2C(=O)c3ccccc3C2=O)c(C)n1C
  ? | -8% | 9% | -8% | -1% | 0% | ? | -5%
COc1n[nH]c(C(=O)NCc2ccccc2)c1[N+](=O)[O-]
  0% | 6% | 5% | -2% | -10% | -4% | 6% | ·
Cc1nc(CNS(=O)(=O)c2ccccc2F)cs1
  8% | -13% | 3% | -3% | -5% | -2% | -5% | -5%
CCOC(=O)c1noc(C)c1C(=O)Nc1cccc(F)c1
  -8% | -3% | -3% | 7% | 1% | 0% | -4% | -4%
O=[N+]([O-])c1ccc2c(c1)nc1n2CCN(c2ccccc2)C1
  · | -17% | 3% | 0% | -3% | -1% | · | ·
Cc1c(Cc2ccccc2)c(=O)oc2cc(OCC(N)=O)ccc12
  ? | -14% | 4% | -4% | ? | -1% | ? | ·
CC(=O)Nc1ccc(NS(=O)(=O)c2ccc3[nH]c(=O)[nH]c3c2)cc1
  15% | 3% | -6% | 14% | 16% | -1% | 18% | ·
COc1cc(/C=C/C(=O)Nc2ccc3[nH]c(=O)[nH]c3c2)cc(OC)c1OC
  -3% | 7% | 0% | 44%[activator] | -5% | -3% | 23% | ·
CCOC(=O)N1CCN(c2c(NCCCN3CCCC(C)C3)c(=O)c2=O)CC1 (stereo not drawn)
  7% | -12% | 9% | -10% | -7% | -1% | -8% | 2%
Cc1ccc(N(CC(O)Cn2nc(C)cc2C)S(=O)(=O)c2ccc3ccccc3c2)cc1 (stereo not drawn)
  ? | -11% | 4% | -1% | -1% | 1% | -1%[1.84 µM] | ?
O=C1CCc2cc(S(=O)(=O)NC(C(=O)NCc3cccnc3)c3ccccc3)ccc2N1 (stereo not drawn)
  -8% | -8% | -8% | 8% | 3% | -2% | -7% | 2%
